# SMARCA2 activ: SMARCA2 function activation, primary screen. AID 652017. MG213 cells, MMTV-luciferase reporter, dexamethasone, overnight. 1% of 370,000 active. activation, % at 9.1 µM; in the data active = activation above about 7.8%;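 also: 0% = vehicle wells and 100% = reference activator wells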
# NR1D1 modulator: modulates human Rev-erb alpha binding to DNA | Rev-erbα–FITC-DNA binding, fluorescence polarization, 90 min | activity, % at 10 µM | 0.79% of 370,000 active;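 active = activity above about 14%, limit read from the data; passing the limit was not always enough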;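 also: 0% = DMSO wells with 35 nM protein and 100% = DMSO wells with 750 nM protein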
# Target sequence (P20393 whole entry, looked up): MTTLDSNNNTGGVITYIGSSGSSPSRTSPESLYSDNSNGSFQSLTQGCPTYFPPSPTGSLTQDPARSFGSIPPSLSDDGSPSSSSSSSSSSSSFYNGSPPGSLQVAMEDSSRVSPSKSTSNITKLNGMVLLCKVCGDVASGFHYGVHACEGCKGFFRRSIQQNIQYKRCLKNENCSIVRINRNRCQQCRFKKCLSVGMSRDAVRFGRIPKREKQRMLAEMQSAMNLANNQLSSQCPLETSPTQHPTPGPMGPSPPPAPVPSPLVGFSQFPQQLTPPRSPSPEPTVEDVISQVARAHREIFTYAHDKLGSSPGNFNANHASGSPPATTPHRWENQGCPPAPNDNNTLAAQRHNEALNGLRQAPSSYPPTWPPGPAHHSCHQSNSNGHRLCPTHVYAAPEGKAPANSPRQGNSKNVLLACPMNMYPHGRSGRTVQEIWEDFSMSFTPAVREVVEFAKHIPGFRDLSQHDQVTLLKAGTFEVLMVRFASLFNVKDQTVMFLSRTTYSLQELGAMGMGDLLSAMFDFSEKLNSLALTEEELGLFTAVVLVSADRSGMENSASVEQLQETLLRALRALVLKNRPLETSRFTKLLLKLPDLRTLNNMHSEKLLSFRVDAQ
# GC-B act: GC-B (human) receptor activation; P20594; HEK293-GC-B cells, CNP EC30, cGMP TR-FRET; 0% at EC30 CNP, 100% saturating CNP; activation, % at 10 µM; 0.11% of 370,000 active;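 active = activation at 10 µM reaching about 35% in either raw or pattern-adjusted values, limit read from the data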
# HTRA1 inhibitor: inhibitors of human serine peptidase HTRA1 | Q92743 | recombinant HTRA1, FP-rhodamine activity-based probe, fluorescence polarization | inhibition, % at 5.96 µM | 0.5% of 340,000 active | AID 504803; in the data active = inhibition above about 36%;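 also: 0% = enzyme with DMSO and 100% = wells lacking enzyme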
# NPR1 activator: GC-A (human) enzyme activation. P16066. HEK293 GC-A cells, cGMP TR-FRET, EC30 ANP; 0% at EC30 ANP, 100% saturating ANP. activation, % at 10 µM. 0.14% of 370,000 active. AID 1671463; in the data active = activation above about 40%
# ARFGAP1 inh: inhibitors of rat ARFGAP1; Q62848; inhibition, % at 16.5 µM; Arfgap1-stimulated ARF1 GTP hydrolysis, GDP FP detection; AID 651572; 0.26% of 360,000 active;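 active = inhibition above a per-plate limit, mean inhibition of low control wells plus 3 SD, cut at about 25% in these data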;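 also: 0% = DMSO wells with enzyme and 100% = wells lacking Arfgap1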
#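 Material – truncated rat Arfgap1 GAP domain · Buffer or medium – HEPES-based buffer, pH 7.5 · Reagent – human ARF1(Δ1-17)-GTP substrate · Dosing – 16.5 µM single point, 1.26% DMSO · Schedule – GTP hydrolysis reaction 2 h at 25 °C · Technique – GDP detection by fluorescence polarization · Benchmarks – No-Arfgap1 wells (100%) versus DMSO full-reaction wells (0%) · Repeats – single replicate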
# ABHD4 inh: inhibitors of mouse ABHD4; Q8VD66; inhibition, % at 8.92 µM; purified mABHD4, FP-Rh probe fluorescence polarization; 0.54% of 370,000 active;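 active = inhibition exceeding the mean over every tested compound plus 3 SD, cut at about 30% in these data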;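 also: 0% = plate median of compound wells and 100% = S159A mutant with DMSO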
# Target sequence (Q8VD66 whole entry, looked up): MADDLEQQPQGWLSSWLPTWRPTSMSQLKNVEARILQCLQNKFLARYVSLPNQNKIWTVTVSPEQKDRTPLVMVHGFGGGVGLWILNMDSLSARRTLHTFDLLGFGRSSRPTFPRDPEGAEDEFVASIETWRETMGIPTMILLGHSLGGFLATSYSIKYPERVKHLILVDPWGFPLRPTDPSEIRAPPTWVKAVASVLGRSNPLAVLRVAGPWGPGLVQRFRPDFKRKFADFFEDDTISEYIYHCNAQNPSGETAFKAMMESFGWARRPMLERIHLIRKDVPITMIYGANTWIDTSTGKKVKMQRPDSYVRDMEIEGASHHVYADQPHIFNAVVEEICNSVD
#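 Test system: mABHD4 protein | Buffer or medium: HEPES pH 7.0 buffer, 150 mM NaCl, 0.01% Pluronic F-127 | Probe or stimulus: FP-Rh fluorescent activity-based probe, added after compound pre-incubation | Timing: Pre-incubation 45 min, probe exposure 60 min, at 25 °C | Technique: Fluorescence polarization, excitation 525 nm, emission 598 nm, BODIPY TMR filters | Repeats: Single well per compound (singlicate)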
# PG9 binder: binds the HIV-1 gp120 antibody PG9 | TR-FRET gp120-PG9 antibody binding | AID 624416 | 0.43% of 360,000 active | inhibition, % at 6.7 µM; in the data active = inhibition above about 8.5%
# rCAG binder: molecules binding r(CAG) RNA repeats; r(CAG) RNA repeat, TO-PRO-1 dye displacement fluorescence; inhibition, % at 3 µM; 1.3% of 370,000 active;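 active = inhibition above the plate cutoff, the mean of all test compounds on that plate plus 3 SD, cut at about 35% in these data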;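 also: 0% = DMSO alone and 100% = 100 µM mitoxantrone as full dye displacement; higher means more dye released from RNA so lower well fluorescence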
# ASAP1 inh: inhibitors of human ASAP1 ArfGAP activity. Q9ULH1. ASAP1-stimulated ARF1 GTP hydrolysis, GDP FP detection. inhibition, % at 16.5 µM. 0.19% of 360,000 active; in the data active = inhibition above about 25%;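 also: 0% = vehicle with enzyme and substrate and 100% = no enzyme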
# * marks the source's active call; other numbers are inactive results; nt = no result given. Outcome played no part in choosing rows, and some 4.4% of all compounds hit somewhere here.
SMILES,SMARCA2 activ,NR1D1 modulator,GC-B act,HTRA1 inhibitor,NPR1 activator,ARFGAP1 inh,ABHD4 inh,PG9 binder,rCAG binder,ASAP1 inh
Cc1ccc(NC(=O)CSCC(=O)OCc2cc(=O)oc3cc(O)ccc23)c(C)c1,-1,0,0,-13,1,-8,-21,-0.5,14,-4
CNC(=S)NNC(=O)c1ccc2c(c1)OCO2,-1,-2,4,-3,0,-5,5,-0.5,-1,-23
Cc1cc(S(=O)(=O)n2cnc3cc([N+](=O)[O-])ccc32)ccc1Cl,-1,-1,7,4,-3,9,9,-1.4,2,1
Cc1cc(=O)[nH]c(SCC(=O)NCCC2=CCCCC2)n1,-2,2,7,7,5,15,10,3.7,0,-6
Cc1ccc(Cc2cnc(NC(=O)C3=NCCN3)s2)cc1,-5,-7,4,nt,-1,0,2,-0.4,-5,0
O=C(c1ccccc1)c1cccs1,-3,4,2,3,1,-4,4,1.5,-1,5
NC(=O)c1ccc(NC(=O)c2ccccc2S(=O)(=O)c2ccccc2[N+](=O)[O-])cc1,3,-4,3,1,-4,-10,0,-1.0,1,4
O=C1Nc2ccc(S(=O)(=O)N3CCCCCC3)c3cccc1c23,-2,-7,-3,-17,4,2,3,1.8,5,15
COCCN(C)Cc1nc(C(c2ccccc2)c2ccccc2)no1,-2,4,-6,4,0,0,0,-1.9,-7,-13
O=C1NC[C@@H](CCCCN2C[C@H](Cc3ccccc3)N(Cc3ccccc3)C(=O)C2=O)N(CCc2ccccc2)C1=O,0,-2,6,nt,1,-1,7,0.5,-2,-1
Cc1cc2c(cc1S(=O)(=O)N1CCN(c3ccccc3)CC1)OCCN2C,-3,9,-3,1,-6,-4,11,-0.4,4,1
COc1ccc(Nc2nc(N)nc(SCc3nnc(C)s3)n2)cc1,-2,0,0,-1,4,10,4,1.0,-6,9

# Three entries from above, ordered by SMILES length, lowest first.
SMILES,SMARCA2 activ,NR1D1 modulator,GC-B act,HTRA1 inhibitor,NPR1 activator,ARFGAP1 inh,ABHD4 inh,PG9 binder,rCAG binder,ASAP1 inh
Cc1ccc(Cc2cnc(NC(=O)C3=NCCN3)s2)cc1,-5,-7,4,nt,-1,0,2,-0.4,-5,0
O=C1Nc2ccc(S(=O)(=O)N3CCCCCC3)c3cccc1c23,-2,-7,-3,-17,4,2,3,1.8,5,15
O=C1NC[C@@H](CCCCN2C[C@H](Cc3ccccc3)N(Cc3ccccc3)C(=O)C2=O)N(CCc2ccccc2)C1=O,0,-2,6,nt,1,-1,7,0.5,-2,-1

# Carrying on:
SMILES,SMARCA2 activ,NR1D1 modulator,GC-B act,HTRA1 inhibitor,NPR1 activator,ARFGAP1 inh,ABHD4 inh,PG9 binder,rCAG binder,ASAP1 inh
COc1ccc([C@@H]2CC=C(C(=O)O)[C@H](c3ccc(Br)cc3)N2S(=O)(=O)c2ccc(C)cc2)cc1OC,4,-1,-3,3,3,-4,9,-1.3,47*,2
Oc1c(Br)cc(C2N=C(c3ccccc3)NO2)cc1Br (configuration not stated),0,0,4,5,0,-8,-16,2.0,15,4
CC(C)c1nnc(N2C(=O)c3oc4ccccc4c(=O)c3C2c2ccco2)s1 (configuration not stated),0,0,-3,2,0,-5,3,0.9,2,4
CCOC(=O)c1c(/N=C/N(C)C)sc2c1CCC2,-3,-5,-1,-5,1,-1,10,-2.2,-1,4
CCOC(=O)c1nn(-c2cccc(Cl)c2)c(C)c1C(C)=O,-1,1,-8,-1,-2,-13,6,0.5,-7,-1
CC1(C)Cc2cccc(OCC(=O)OCC(=O)Nc3cccc(S(N)(=O)=O)c3)c2O1,-3,-2,3,-2,-3,4,-6,0.2,2,-9
COC(=O)c1nnn(CC(=O)Nc2cccc(Cl)c2)c1C(=O)OC,-4,0,-1,-4,1,-11,-1,-2.0,2,5
COc1cccc(/C=C2\CC3(OC(=O)C(C)(C)C)CCCN2C3)c1 (configuration not stated),-3,2,3,nt,2,nt,7,nt,2,nt
O=C(COC(=O)CSc1cc(Cl)ccc1Cl)Nc1ncc(C(F)(F)F)cc1Cl,-2,0,4,0,0,4,-10,0.5,-1,-1
C/C(=N/NC(=O)C1COc2ccccc2O1)c1ccco1 (configuration not stated),-4,2,4,-4,3,-2,6,-1.9,2,-2
COc1cccc(-c2oc3c(c2-c2ccc(OC)nc2)C(O)CCC3)c1 (configuration not stated),-3,-5,9,nt,2,-2,-5,-2.0,2,5
COc1cc(C(=S)N2CCOCC2)cc(OC)c1OC(=O)c1ccccc1[N+](=O)[O-],-3,2,3,-6,5,14,-1,0.2,-1,3
O=C(Cn1cnc2ccccc2c1=O)NCCC(=O)Nc1ccc2c(c1)OCO2,1,-1,1,-5,4,2,-6,1.7,-1,-14
CNn1cnc2ccsc2c1=O,2,-1,1,6,0,1,-5,1.3,0,-6
CN(Cc1ccccc1)c1ncnc2sccc12,-3,6,1,7,9,-4,1,0.5,2,22
CCOC(=O)C1CCN(C(=O)/C=C/c2ccccc2)CC1,5,0,5,1,-3,-9,-5,2.2,-5,2
COc1cc(NC(=O)c2ccc(COc3ccccc3Br)o2)cc(OC)c1OC,-3,-3,2,-14,-1,-10,-5,-1.3,4,-2
Cc1occc1-c1nnc(SCC(=O)c2cc3ccccc3oc2=O)o1,-1,4,-3,-4,-4,-1,10,-12,20,-14
O=C(c1cccc(Br)c1)c1cn(-c2ccccc2)nc1C(=O)c1ccccc1,-3,3,4,0,-3,8,-3,1.4,10,9
COc1ccccc1NC(=O)Cc1nnc(SCC(=O)Nc2nccs2)n1C,0,-4,3,7,1,-9,-5,-2.7,2,-7
CCOC(=O)Cc1cn(C(=O)OC(C)(C)C)c2ccccc12,0,0,-5,2,-1,-12,-1,-2.1,-6,8
CC(C)(COC(=O)c1ccccc1)N1CC2CCC(C1)O2,-1,4,-2,11,1,-2,7,1.3,0,-4
O=C(/C=C/Nc1ccc(F)cc1)c1ccc(Br)cc1,7,-2,2,-17,5,-1,-12,-2.0,4,7
Cc1cccc(-c2cnc(C(O)c3ccc4ccccc4c3)[nH]2)c1 (configuration not stated),-6,-2,-2,nt,-4,-4,-21,-0.4,3,14
CCc1ccc(C(=O)NNc2ccc(S(N)(=O)=O)cc2)cc1,6,1,2,nt,-2,8,3,-3.2,1,2
Cc1ccc(S(=O)(=O)NCCC(=O)NNC(=O)COc2ccc(Br)cc2)cc1C,0,0,4,-5,-1,-12,3,6.8,5,11
CC(=O)Nc1ccc(NC(=O)CSc2ccccn2)cc1,0,-1,2,3,1,3,2,-3.0,0,8
Cc1noc(C)c1C(=O)OC(C)C(=O)N1CCc2ccccc21 (configuration not stated),1,-6,2,-1,1,-6,-3,-0.4,-1,5
C(=Cc1c[nH]c2ccccc12)c1nccc2ccccc12,5,25*,-3,8,-2,13,-3,-2.2,3,3
Cn1nc(C(C)(C)C)cc1C(=O)N1CCCCC1c1cc(C(=O)N2CCOCC2)no1 (configuration not stated),-6,4,-6,nt,2,1,-4,2.9,2,-2
O=C(Nc1cccc(NC(=O)c2ccc([N+](=O)[O-])o2)c1)c1ccco1,3,6,-3,-1,3,5,4,-2.1,1,-1
Cc1c(-c2ncn[nH]2)sc(C#N)c1-c1ccccc1,-3,-4,-3,17,-4,-1,-9,-1.4,0,13
CC(NC(=O)c1cccc(C(F)(F)F)c1)C(c1ccccc1)N1CCOCC1 (configuration not stated),-1,0,-2,-3,-6,3,-5,-0.7,-10,6
O=c1ccccn1Cc1ccccc1F,0,0,6,1,5,2,-4,-1.0,0,2
COc1cccc(CNc2ccc(S(=O)(=O)N3CCN(C)CC3)cn2)c1,-3,9,3,5,0,-10,-1,2.3,2,-3
COC(=O)C(=Cc1ccncc1)c1cccc2ccccc12,1,0,-3,-3,-8,3,0,-0.8,-1,9

# Reprinted from the part before: 6 compounds, followed by the next part.
SMILES,SMARCA2 activ,NR1D1 modulator,GC-B act,HTRA1 inhibitor,NPR1 activator,ARFGAP1 inh,ABHD4 inh,PG9 binder,rCAG binder,ASAP1 inh
O=C(Nc1cccc(NC(=O)c2ccc([N+](=O)[O-])o2)c1)c1ccco1,3,6,-3,-1,3,5,4,-2.1,1,-1
Cc1c(-c2ncn[nH]2)sc(C#N)c1-c1ccccc1,-3,-4,-3,17,-4,-1,-9,-1.4,0,13
CC(NC(=O)c1cccc(C(F)(F)F)c1)C(c1ccccc1)N1CCOCC1 (configuration not stated),-1,0,-2,-3,-6,3,-5,-0.7,-10,6
O=c1ccccn1Cc1ccccc1F,0,0,6,1,5,2,-4,-1.0,0,2
COc1cccc(CNc2ccc(S(=O)(=O)N3CCN(C)CC3)cn2)c1,-3,9,3,5,0,-10,-1,2.3,2,-3
COC(=O)C(=Cc1ccncc1)c1cccc2ccccc12,1,0,-3,-3,-8,3,0,-0.8,-1,9
Nc1nc(SCC(=O)N2CCN(S(=O)(=O)c3ccc(Cl)cc3)CC2)n[nH]1,-1,-1,-3,-18,-4,-6,-2,-0.1,1,-7
O=C(Nc1ccc(Cl)cc1F)C1CCN(S(=O)(=O)c2cccc3nonc23)CC1,-4,-4,2,-2,-2,0,-2,1.4,-2,4
CCc1ccc(C(=O)/C=C2\Sc3ccccc3NC2=O)cc1,-3,2,0,59*,-1,12,-9,-2.1,5,7
Cc1ccc(C(=O)N/C(=C\c2ccco2)C(=O)NCCCN2CCOCC2)cc1C,0,2,2,4,-2,-12,5,-1.0,0,1
Cn1c(=O)n(CCN2CCOCC2)c(=O)c2c1nc1n2CCN1c1ccc(Oc2ccccc2)cc1,-3,4,-4,5,2,6,6,-1.2,2,-4
Cc1cccc(C)c1NC(=O)c1ccc(N2CCCC2=O)cc1,-2,0,3,-3,2,-2,5,-1.1,1,-2
O=S(=O)(NCC1CCCO1)c1ccc(Cl)c2ccccc12 (configuration not stated),-2,10,0,-8,-3,-9,1,-0.1,1,1
C=CCn1c(SCC(=O)c2cccs2)nc2sc(CC)cc2c1=O,-5,0,-3,-8,3,7,2,-2.2,-2,4
O=C(c1cnc(Cl)c(Cl)c1)N1CCN(S(=O)(=O)c2ccc3ccccc3c2)CC1,-4,-3,-11,-13,-22,-5,-15,-0.2,0,3

# Screening results (PubChem BioAssay)
